E-sel inducer – induces E-selectin expression in human endothelial cells; P16581; HUVEC E-selectin immunofluorescence imaging; normalized: neutral wells 0, TNF-alpha wells 100; activation, % at 7.58 µM; 260,000 compounds, 0.37% hits; AID 686992;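 active = mean E-selectin-positive cell signal at least 10% of the positive control, reached in at least 60% of replicates, without over 20% cell loss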;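 note: in these data hits start at about 27%; measured in HUVEC primary endothelial cells; signal is the percent of cells scored E-selectin positive by PE staining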
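System: HUVEC / Compound: single concentration / Signal: immunofluorescence imaging / Read-out: percent E-selectin-positive cells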
EWS-Fli block – inhibitors of EWS/Fli oncoprotein transcriptional activity. inhibition, % at 12.6 µM. A673 NR0B1-luciferase reporter, viability-normalised. 350,000 compounds, 0.67% hits;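 active = mean inhibition of at least 50% after viability correction, with every replicate also passing that limit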;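 note: firefly luciferase signal divided by Alamar Blue viability fluorescence both relative to DMSO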
S100A4 MyoIIA – blocks human S100A4 binding to myosin IIA peptide. AID 652163. 360,000 compounds, 0.14% hits. S100A4/TAMRA-MyoIIA peptide fluorescence polarization. P26447. inhibition, % at 10.7 µM;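 active = mean inhibition of at least 70% across replicates, with every replicate also reaching that level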
Target sequence (P26447 whole entry, looked up): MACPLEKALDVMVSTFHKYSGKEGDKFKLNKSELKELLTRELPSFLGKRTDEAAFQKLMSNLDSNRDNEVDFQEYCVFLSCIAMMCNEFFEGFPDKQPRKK
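System – human S100A4 monomer protein, biochemical binding assay · Buffer or medium – Calcium-containing HEPES buffer, pH 7.2 · Timing – 5 min between mix addition and reading · Also added – TAMRA-labelled myosin IIA heavy-chain peptide probe, 5 nM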
RAD52 anneal inh – blocks human RAD52 DNA annealing; AID 651710; 360,000 compounds, 0.46% hits; recombinant RAD52 DNA annealing, FRET fluorescence; P43351; inhibition, % at 18.7 µM;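 active = every replicate showing at least 50% inhibition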
Target sequence (P43351 whole entry, looked up): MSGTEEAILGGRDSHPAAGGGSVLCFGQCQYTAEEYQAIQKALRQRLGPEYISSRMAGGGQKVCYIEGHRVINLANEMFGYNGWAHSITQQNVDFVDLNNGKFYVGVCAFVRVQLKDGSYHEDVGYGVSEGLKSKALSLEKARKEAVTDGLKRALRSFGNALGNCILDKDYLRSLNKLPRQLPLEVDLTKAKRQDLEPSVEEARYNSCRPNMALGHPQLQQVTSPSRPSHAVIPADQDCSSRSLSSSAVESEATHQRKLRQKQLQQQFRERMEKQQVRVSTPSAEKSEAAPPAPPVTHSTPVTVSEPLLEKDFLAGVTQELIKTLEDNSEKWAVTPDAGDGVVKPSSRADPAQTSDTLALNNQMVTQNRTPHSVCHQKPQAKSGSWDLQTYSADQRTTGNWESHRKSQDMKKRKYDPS
FN deposit inh – fibronectin deposition inhibition | 350,000 compounds, 0.086% hits | AH1F fibroblasts, Alexa488-fibronectin deposition fluorescence, overnight | inhibition, % at 12.6 µM;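 active = mean inhibition across replicates of 30% or more, regardless of how many single replicates reach that level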;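 note: positive control wells lacked labelled fibronectin entirely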
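Material: AH1F fibroblast monolayer depositing Alexa488-labelled fibronectin into matrix / Amount: 10000 AH1F cells per well / Signal: fluorescence 485/525 nm / Medium: DMEM, 2% serum / Compound: single dose, pinned / Incubation: 1 h cell adhesion before compound, then overnight fibronectin incubation / Reagent: Alexa488-FN, 24 nM final / Read-out: inhibition of fibronectin deposition signal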
RAD54 branch – RAD54 (human) branch migration inhibition; Q92698; RAD54 Holliday junction branch migration, FAM/BHQ fluorescence; inhibition, % at 10.4 µM; 360,000 compounds, 0.14% hits;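 active = mean normalized replicate activity at least 40 and at least half of replicates scoring 40 or more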;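 note: 0% = median of neutral control wells and 100% = median of positive control wells; inhibitors cause a drop in the FAM fluorescence signal; in these data hits start at about 50%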
Xi reactivation – X-chromosome reactivation activator. XiGFP mouse fibroblasts, % GFP-positive cells imaging, 3 d; cells co-treated with 5-aza-dC sensitizer; scaled so ellipticine positive control = 100%. activation, % at 7.58 µM. 360,000 compounds, 0.055% hits. AID 743238;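 active = mean normalized replicate activation at least 10% and every replicate at or above 10%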;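 note: 0% = median of on-plate neutral control wells and 100% = ellipticine 6 µM median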
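System: 68-5-11 XiGFP fibroblast line; Timing: 3 days compound exposure; Compound dosing: one concentration, pinned; Benchmarks: positive control ellipticine, 6 µM final; Buffer or medium: DMEM containing 5-aza-dC.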
esBAF inh – inhibitors of esBAF chromatin remodeling in mouse ES cells | Bmi1-luciferase knock-in reporter, 24 h; 100% = twice the neutral-well signal | reporter increase, % at 12.5 µM | 350,000 compounds, 2% hits; in the data active = activation above about 40%;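 note: 0% = median of the plate's neutral control wells and 100% = double that signal; a rise in the Bmi1 reporter signal indicates esBAF inhibition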
An asterisk follows results filed as active; x = no result given; & = joins results of further samples.

SMILES	E-sel inducer	EWS-Fli block	S100A4 MyoIIA	RAD52 anneal inh	FN deposit inh	RAD54 branch	Xi reactivation	esBAF inh
COc1ccc(NC(=O)C2(C)Cc3c(-c4ccc5c(c4)OCO5)ccnc3O2)cc1 (stereo not given)	1.2	53*	2	-6	6	3	0.2	-4
CC(C)CC#Cc1cnc2c(c1)C(=O)N([C@H](C)CO)C[C@H](C)[C@@H](CN(C)C(=O)CCN1CCCCC1)O2	-0.3	6	0	16	1	0	0.1	3
C=CCn1c(SCC(=O)NC(=O)c2cccn2C)nc2ccccc2c1=O	x	-3	1	-4	-4	x	0.5	1
O=C(NCc1ccncc1)C1=NN(c2ccccc2)C(=O)CC1	x	6	-2	-10	x	x	0.2	x
CC1=C(C(=O)N2CCOCC2)CC(CC(=O)NCc2ccco2)C(=O)N1Cc1ccc(C(C)(C)C)cc1 (stereo not given)	-1.6	-9	-1	-18	x	-25	0.2	5
N#CCC(=O)Nc1ncc(Cc2ccccc2Cl)s1	5.5	8	-21	-45	1	x	0.0	1
CCC(C)[C@@H](C(=O)Nc1ccc(OC)c(OC)c1)N1Cc2ccccc2C1=O (stereo not given in full)	x	2	-2	16	-1	2	-0.1	3
COc1cccc(/C=N/NC(=O)c2nnn(-c3nonc3N)c2C(C)C)c1	x	x	-2	-4	-12	8	0.1	10
CCc1c(C)nc2ccc(Br)cc2c1SCCC#N	1.5	-2	19	-5	9	x	0.1	x
C[C@@H]1CCCCO[C@H](CN(C)Cc2ccccc2)[C@H](C)CN([C@@H](C)CO)C(=O)c2cc(NC(=O)CCC(F)(F)F)ccc2O1	-0.1	-7	x	x	7	x	0.1	-2

Pulled by structure from the list above:
SMILES	E-sel inducer	EWS-Fli block	S100A4 MyoIIA	RAD52 anneal inh	FN deposit inh	RAD54 branch	Xi reactivation	esBAF inh
CCc1c(C)nc2ccc(Br)cc2c1SCCC#N	1.5	-2	19	-5	9	x	0.1	x
O=C(NCc1ccncc1)C1=NN(c2ccccc2)C(=O)CC1	x	6	-2	-10	x	x	0.2	x
C=CCn1c(SCC(=O)NC(=O)c2cccn2C)nc2ccccc2c1=O	x	-3	1	-4	-4	x	0.5	1
COc1cccc(/C=N/NC(=O)c2nnn(-c3nonc3N)c2C(C)C)c1	x	x	-2	-4	-12	8	0.1	10
CCC(C)[C@@H](C(=O)Nc1ccc(OC)c(OC)c1)N1Cc2ccccc2C1=O (stereo not given in full)	x	2	-2	16	-1	2	-0.1	3

Next part:
SMILES	E-sel inducer	EWS-Fli block	S100A4 MyoIIA	RAD52 anneal inh	FN deposit inh	RAD54 branch	Xi reactivation	esBAF inh
Cc1cc(C)cc(OC(=O)CCN2C(=O)C3C4C=CC(C5CC45)C3C2=O)c1 (stereo not given)	-7.7	0	-2	-4	-19	x	0.0	x
O=C1[C@H]2[C@@H](c3ccc(C(F)(F)F)cc3)N[C@]3(CCCN(Cc4ccc(F)cc4)C3=O)[C@H]2C(=O)N1Cc1ccccc1	0.1	2	-4	-6	4	0	-0.1	-1
COC(=O)N/N=C(\C)c1ccc2ccccc2c1OC(F)F	0.5	-2	1	-10	18	x	0.9	x
C[C@H]1CN([C@@H](C)CO)C(=O)CCCn2nncc2CO[C@H]1CN(C)C(=O)Nc1ccccc1F	-0.3	6	3	3	5	6	-0.1	2
CC1(C)Cc2c(sc3c2c(=O)n(-c2cccc(Cl)c2)c(=O)n3CC(N)=O)CO1	0.2	-11	0	0	0	0	-0.1	x
O=C(CC1CC1)N1[C@@H]2CN(S(=O)(=O)c3ccccc3)c3ccccc3[C@@H]2[C@@H]1CO	0.7	-5	6	-7	x	-20	0.1	-12
C[C@H]1CN([C@@H](C)CO)C(=O)c2cc(-c3cncnc3)cnc2O[C@H]1CN(C)Cc1ccncc1	-0.1	3	-14	-8	x	-9	-1.1	0
O=C(C[C@@H]1C[C@@H]2c3cc(NC(=O)c4cccnc4)ccc3O[C@@H]2[C@@H](CO)O1)NCC1CC1	0.1	1	-2	-6	-1	-5	-0.1	1
CCN(C(=O)CSc1nnc(C)n1-c1ccccc1)C1CCS(=O)(=O)C1 (stereo not given)	1.0	-2	-1	5	5	x	0.0	x
CCc1noc(C)c1C(=O)OCC(=O)c1ccccc1OC	-0.4	-4	4	-4	5	0	0.0	-1
COc1ccc(CC(=O)Oc2ccccc2C)cc1S(=O)(=O)N1CCOCC1	-3.1	0	5	0	4	4	0.0	-2
C[C@H](CO)N1C[C@H](C)[C@@H](CN(C)Cc2ccccc2F)Oc2cc(C3=CCCC3)ccc2S1(=O)=O	0.5	18	-8	-6	-6	-6	-0.1	-9
C[C@H]1CN([C@@H](C)CO)C(=O)c2cc(C3=CCCCC3)cnc2O[C@@H]1CN(C)C(=O)CN1CCOCC1	-0.1	-3	-5	-3	x	7	0.0	2
CNC(=O)c1cc(Oc2ccc(NC(=O)Nc3ccc(Cl)c(C(F)(F)F)c3)cc2)ccn1	-0.4	22	17	-33	11	0	0.0	11
CC(=O)C1=C(O)C(=O)N(CCc2ccccc2)C1c1ccccc1[N+](=O)[O-] (stereo not given)	x	13	8	-11	-10	x	-0.1	x
C=CCN1C(=O)[C@]2(O[C@H](CCO)[C@@H]([Si](C)(C)c3ccc(OC)cc3)[C@@H]2C)c2ccccc21	x	1	4	12	x	-6	x	x
O=c1[nH][nH]c2cc([N+](=O)[O-])ccc12	x	2	0	-5	3	-10	0.1	-30
Cc1noc(C)c1NC(=O)N(C)C[C@@H]1Oc2ccc(NC(=O)Cc3ccccc3)cc2CC(=O)N([C@@H](C)CO)C[C@@H]1C	-0.1	1	16	9	-1	2	-1.3	0
O=C1CN(C(=O)c2cccc([N+](=O)[O-])c2)CC(=O)N1	x	8	7	-1	3	5	-0.1	1
COc1ccc(-c2cnc3c(c2)C(=O)N([C@H](C)CO)C[C@@H](C)[C@H](CN(C)C(=O)C2CC2)O3)cc1	0.4	17	x	x	x	x	-1.2	-7
CCCN(C)C[C@@H]1OCCCC[C@@H](C)Oc2ccc(N(C)C)cc2C(=O)N([C@@H](C)CO)C[C@@H]1C	0.1	2	4	7	x	-15	0.0	-1
CC(C)NC(=O)N[C@@H]1C=C[C@@H](CC(=O)NC2Cc3ccccc3C2)O[C@H]1CO	0.7	x	4	5	4	7	-0.3	-4
Cc1ccc(S(=O)(=O)Nc2ccc3c(c2)C(=O)N([C@H](C)CO)C[C@@H](C)[C@H](CN(C)C(=O)Nc2ccc4c(c2)OCO4)OCCCC[C@@H](C)O3)cc1	-0.2	14	-6	-8	4	7	0.0	-12
O=C1Nc2ccc(Br)cc2/C1=N\N=C\C1=C(N2CCOCC2)C(=C/c2ccccc2)/CC1	0.1	-3	-15	-26	2	1	-0.1	-10
COc1ccccc1-n1nnnc1SCC(=O)Nc1oc(C)c2c(C)n[nH]c(=O)c12	x	1	0	-12	-3	x	0.0	x
COc1cc(NC(=O)COc2ccc(-n3ccnc3)cc2)cc(OC)c1	1.1	-3	4	0	3	x	0.0	x
Cc1ccc(C)c(S(=O)(=O)N2CCN(C(=O)CCCc3c[nH]c4ccccc34)CC2)c1	x	10	1	-5	3	0	0.4	-2
C/C=C/c1ccc([C@@H]2[C@H](CO)N(C(=O)c3ccccc3)C23CN(C(C)=O)C3)cc1	0.1	2	14	-23	1	x	0.1	x
CC(C)(C)c1ccc(C(=O)NNC(=O)CNC(=O)c2cccs2)cc1	-0.4	-8	-1	-8	3	1	0.1	3
O=C(N/N=C/c1cccnc1)c1ccccc1Br	0.2	-5	27	8	5	1	0.0	8
CS(=O)(=O)N(CC(=O)NCCSCc1ccccc1Cl)c1ccc(F)cc1	x	-14	-1	7	4	-6	0.0	-1
C[C@H]1CN([C@@H](C)CO)C(=O)c2cccc(NS(=O)(=O)c3ccc(F)cc3)c2O[C@@H]1CN(C)C(=O)NC1CCCCC1	-2.8	6	3	1	4	2	-0.3	5
COc1cccc(NC(=O)C2CC(=O)N/C(=N/NC(=O)c3ccc(C)cc3)S2)c1 (stereo not given)	2.5	5	-3	0	24	x	0.1	0
O=C(CSC1=NS(=O)(=O)c2cc(F)ccc2N1)Nc1ccc(F)cc1	0.4	6	-2	-13	x	-4	0.1	-8
O=C(NCCCNCc1ccccc1)c1ccccn1	0.2	4	-5	-3	-1&-4	-34	0.0	15
COc1cc(C(=O)Nc2ccc(S(=O)(=O)Nc3cc(C)nc(C)n3)cc2)cc(OC)c1OC	-1.2	3	4	-11	0	6	0.4	4
COc1ccc(S(=O)(=O)N(C)C)cc1NC(=O)CCNC(=O)c1ccco1	x	2	-11	-26	-2	2	0.2	2
O=C(COc1ccccc1)NCC1COc2ccccc2O1 (stereo not given)	x	0	-4	-1	-7	-16	0.3	-4
CCOc1cc(C(=O)N=c2sccn2C)ccc1OC(F)F	-1.5	x	-6	-25	x	3	0.0	23
Cc1cccc(NC(=O)c2ccc([N+](=O)[O-])s2)c1C	x	-5	-3	-13	7	x	0.0	x
O=c1ccc(N=Nc2ccccc2)ccc1O	2.2	15	23	-6	8	7	0.3	6
C[C@@H]1CCCCO[C@H](CN(C)C(=O)CCC(F)(F)F)[C@H](C)CN([C@@H](C)CO)C(=O)c2cc(NC(=O)CCCCCC(=O)Nc3ccccc3N)ccc2O1	-0.2	15	x	x	x	-3	0.0	1
N#Cc1nc(Nc2cccc(Cl)c2)c2ncn(C3CCCC3)c2n1	0.1	1	0	-36	-2	1	0.0	22
CC(C)(C)c1ccc(C(=O)O/N=C(\N)c2ccccc2)cc1	0.2	76*	-6	-10	-2	3	0.3	-60
COc1ccc(N=C2S/C(=C\c3ccc(Cl)c([N+](=O)[O-])c3)C(=O)N2CCN(C)C)cc1	0.3	64*	-2	53*	-3	24	1.2	-5
COc1ccc(OC)c(NC(=O)CSc2nnc(C3CCCCC3)o2)c1	-0.1	3	1	1	7	x	0.2	x
Cc1cc(C)cc(NC(=O)c2ccc([N+](=O)[O-])o2)c1	1.3	17	-12	-9	-6	x	0.0	x

An excerpt from above, reduced to E-sel inducer and Xi reactivation.
structure,E-sel inducer,Xi reactivation
CC(C)(C)c1ccc(C(=O)O/N=C(\N)c2ccccc2)cc1,0.2,0.3
C[C@@H]1CCCCO[C@H](CN(C)C(=O)CCC(F)(F)F)[C@H](C)CN([C@@H](C)CO)C(=O)c2cc(NC(=O)CCCCCC(=O)Nc3ccccc3N)ccc2O1,-0.2,0.0
